GLP1R inv ag – GLP-1 receptor (human) inverse agonism; hit rate 1.6% among 410,000; HEK293 GLP-1R CRE-luciferase, luminescence, 24 h; GLP-1R form is constitutively active; Potency, µM (doses to about 38.3 µM), for the others: at the highest dose activity change, negative = inhibition, usual class: inhibitors; further: potency means the concentration at half of the fitted maximal effect; on the % scale 0 is the no-effect control and ±100 the full control effect; nearly all actives have a fitted effect of over 55% in size
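GLP-1R inverse agonism mode: basal reporter luminescence in engineered HEK293 cells measured after one day of compound exposure at 37 deg C, with a 12 min room-temperature detection step.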
KB-V1 MDR tox – KB-V1 MDR subline cytotoxicity | KB-V1 MDR cells viability, CellTiter-Glo, 72 h | Potency, µM (doses to about 46.1 µM), for the others: at the highest dose activity change, negative = cytotoxicity, actives largely listed as cytotoxic | hit rate 3.4% among 400,000; further: potency means the concentration at half of the fitted maximal effect; on the % scale 0 is the no-effect control and ±100 the full control effect; nearly all actives have a fitted effect of over 60% in size
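Luminescent ATP read-out (CellTiter-Glo, 10 min) measures survival of drug-selected KB-V1 MDR cells after 72 h, 37 degrees C compound exposure. Medium: phenol-red-free DMEM, 10% FBS. Values from fitted concentration-response curves.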
GLP-1R agonist – GLP-1 receptor (human) agonism. hit rate 0.007% among 380,000. HEK293 GLP-1R CRE-luciferase, luminescence, 4-6 h; cells express a hypersensitive GLP-1R form. P43220. Potency, µM (top dose mostly 45.6 µM), for inactives: at the highest dose activation, usual class: activators; further: potency means the concentration at half of the fitted maximal effect; % of control where 0% means no effect
D3 ag – activates the human D3 dopamine receptor. P35462. D3R DiscoveRx beta-arrestin cells, luminescence, 90 min. max activation, %. hit rate 0.58% among 410,000. AID 652048; in the data active means max activation above about 30%; further: 0% is about no effect; mostly tested at two doses, the higher about 12 µM
Target sequence (P35462 whole entry, looked up): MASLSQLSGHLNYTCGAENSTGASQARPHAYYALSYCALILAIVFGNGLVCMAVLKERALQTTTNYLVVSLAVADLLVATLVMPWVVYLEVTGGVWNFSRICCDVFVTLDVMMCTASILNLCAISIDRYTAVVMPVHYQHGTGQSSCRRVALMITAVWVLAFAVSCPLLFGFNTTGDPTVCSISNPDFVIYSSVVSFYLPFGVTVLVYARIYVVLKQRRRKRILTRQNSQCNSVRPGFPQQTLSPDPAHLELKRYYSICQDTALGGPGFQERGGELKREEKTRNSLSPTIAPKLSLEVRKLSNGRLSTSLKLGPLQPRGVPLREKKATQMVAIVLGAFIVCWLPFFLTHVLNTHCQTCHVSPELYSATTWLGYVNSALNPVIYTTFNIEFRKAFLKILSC
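Agonist-mode cell screen: cells plated at 1500/well and incubated overnight at 37 °C, then exposed to library compounds for 90 min at 37 °C. Detection reagent was added for 30–60 min at room temperature, and luminescence was read.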
DRD3 antagonist – antagonists of human D3 dopamine receptor. P35462. D3R cells, DiscoveRx beta-arrestin luminescence, antagonist mode; active compounds read low. max response, negative = inhibition, %. AID 652054. hit rate 2.5% among 360,000; in the data active means max response below about -50%; inconclusive means no clear call, values can overlap the other calls; further: on the % scale 0 is the no-effect control and ±100 the full control effect; mostly tested at two doses, the higher about 12 µM
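Cells expressing the human receptor were seeded at 1500 cells/well, incubated overnight at 37 degrees C in 5% CO2, then exposed to library compounds with dopamine controls for 90 minutes at 37 degrees C before luminescent detection.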
PTHR1 ag – PTHR1 (human) receptor agonism. hit rate 0.075% among 410,000. Potency, µM (series often up to 115 µM), for the others: at the highest dose activation, usual class: activators. HEK293 GP2 PTHR1 cells, GloSensor cAMP luminescence, 1 h. AID 743266. Q03431; further: potency means the concentration at half of the fitted maximal effect; nearly all actives have a fitted effect of over 55% in size; some results filed as inactive show a strong effect at the top dose; inactives centre near -15; many of its hits are not listed in these tables
Target sequence (Q03431 whole entry, looked up): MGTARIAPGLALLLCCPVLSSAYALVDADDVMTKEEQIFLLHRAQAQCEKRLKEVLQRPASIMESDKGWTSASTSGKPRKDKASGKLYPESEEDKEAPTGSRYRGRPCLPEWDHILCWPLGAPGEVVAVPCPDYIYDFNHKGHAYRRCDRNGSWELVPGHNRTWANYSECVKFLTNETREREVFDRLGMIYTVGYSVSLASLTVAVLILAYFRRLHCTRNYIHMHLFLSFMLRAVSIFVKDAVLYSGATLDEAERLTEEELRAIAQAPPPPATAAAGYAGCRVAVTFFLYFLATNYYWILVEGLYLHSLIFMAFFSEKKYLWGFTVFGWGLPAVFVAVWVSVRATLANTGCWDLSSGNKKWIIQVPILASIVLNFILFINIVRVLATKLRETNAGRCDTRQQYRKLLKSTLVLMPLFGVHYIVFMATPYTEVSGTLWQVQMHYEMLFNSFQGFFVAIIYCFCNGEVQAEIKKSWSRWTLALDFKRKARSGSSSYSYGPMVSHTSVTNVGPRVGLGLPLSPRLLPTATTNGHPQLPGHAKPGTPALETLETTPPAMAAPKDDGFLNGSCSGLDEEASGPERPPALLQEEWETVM
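HEK-293-derived GP2 cells expressing PTHR1 and a GloSensor cAMP reporter, 3,000/well, plated overnight, given luciferin plus IBMX (each 0.5 mM as added) for 1 h at 37 °C, then compound for 1 h at 37 °C. Luminescence was read after 15 min at room temperature.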
aSyn rescue – rescues yeast growth from alpha-synuclein toxicity. Yeast expressing alpha-synuclein, growth rescue, BacTiter-Glo, 24 h. Potency, µM (series often up to 46.1 µM), without a hit: top-dose growth rescue (activation), most hits filed as activators. hit rate 0.14% among 370,000. AID 652106; further: potency means the concentration at half of the fitted maximal effect; % of control where 0% means no effect; nearly all actives have a fitted effect of over 65% in size
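Galactose-induced alpha-syn yeast (OD600=0.02, raffinose-pregrown) + pinned cpd, 24 hr, 30 deg C; growth by BacTiter-Glo luminescence. Growth restoration scores as activation.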
HEK293 tox – cytotoxicity counter-screen for GLP-1 receptor inverse agonists; HEK293 cAMP-luciferase reporter cells, luminescence, 24 h; Potency, µM (series often up to 38.3 µM), inactives show at the highest dose activity change, negative = inhibition, most hits filed as inhibitors; hit rate 0.13% among 410,000; AID 624418;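 further: loss of luciferase light is scored as toxicity; potency means the concentration at half of the fitted maximal effect; on the % scale 0 is the no-effect control and ±100 the full control effect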
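Step one: seed cells (200 cells/uL, DMEM with 10% Nu serum, 1% pen-strep). Step two: 12-hour incubation at 37 deg C. Step three: pin 23 nL compound, incubate 24 hr. Step four: add luciferase reagent, read luminescence 12 min later.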
TDP-43 yeast inh – rescues yeast growth from TDP-43 toxicity. TDP-43 expressing yeast growth rescue, BacTiter-Glo, 24 h. Potency, µM (series often up to 46.1 µM), for the others: top-dose growth rescue (activation), actives largely listed as activators. hit rate 1.8% among 410,000. AID 652104; further: potency means the concentration at half of the fitted maximal effect; % of control where 0% means no effect; nearly all actives have a fitted effect of over 50% in size
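Yeast cells expressing TDP-43 under galactose induction are exposed to compounds for 24 hr at 30 deg C. BacTiter-Glo luminescence measures growth, so protective compounds score as activators.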
* marks the source's active call; other numbers are inactive results; i = inactive; ? = inconclusive; . = no result given; & = joins results of further samples; [ ] = dose if it differs, or a comment. Unless noted, the call rests on the fitted dose curve; in most records, active means well fitted curve in the direction sought with a large enough effect; inconclusive means small, poorly fitted or top-dose-only effect, or another doubt; inactive means no such curve, though single readings can be large; an effect the other way counts as inactive or inconclusive.

SMILES	GLP1R inv ag	KB-V1 MDR tox	GLP-1R agonist	D3 ag	DRD3 antagonist	PTHR1 ag	aSyn rescue	HEK293 tox	TDP-43 yeast inh
Cc1ccc(NC(=O)COc2ccccc2)c(NC(=O)c2ccco2)c1	?	-7%	-4%	0	9	-34%[inhibitor]	5%	-10%	22%
CCOc1ccccc1NC(=O)COC(=O)CNS(=O)(=O)c1ccc(C)cc1	-21%	-13%	0%	0	-4	i	-4%	1%	-18%
c1cnc(Sc2ccc3nnnn3n2)nc1	-26%	?	-5%	0	22	-2%	-1%	-16%	-14%
CCN(Cc1ccncc1)C(=S)Nc1ccc(Cl)cc1	?	?	-2%	-4	24	-2%	0%	-14%	-3%
CCn1c(SCC(=O)Nc2ccc(C)cc2)nnc1-c1ccccn1	?	-1%	12%	-1	-6	i	10%	0%	-4%
COc1ccc(C2Nc3ccccc3C(=O)N2O)cc1OC (stereo not drawn)	3%	15µM*	8%	4	16	-7%	-10%	-5%	-13%
CC1=C(C)[N+](=O)C2(O)CCCCC2(C)N1[O-] (stereo not drawn)	-21%	18%	1%	2	1	14%[57.5 µM]	0%	-15%	11%
COc1cccc2cc(C(=O)OCC(=O)N3CC(C)OC(C)C3)c(=O)oc12 (stereo not drawn)	51%[activator]	26%	13%	5	-5	-8%	0%	4%	-4%
CCCCCOC(=O)Cc1c(C)nc(-c2ccccc2)[nH]c1=O	0%	-2%	-11%	1	7	-6%	1%	14%	8%
CN(C)c1cccc(F)c1C(=O)NC(=O)Nc1ccc(Cl)cc1	8.9µM*	1.8µM*	-1%	-24	-17	-12%	-6%	?	?
Cn1c(SCC(O)c2ccccc2)nnc1-c1ccc2ccccc2c1 (stereo not drawn)	?	2%	4%	-20	4	i	0%	?	20%
O=C(CSc1nc2ccccc2o1)Nc1nc2ccc(Br)cc2s1	-13%	12%	-9%	7	7	-16%	-3%	5%	7%
C/C(=N\NS(=O)(=O)c1ccc(Cl)cc1)c1ccc(O)cc1	11%	2%	1%	1	4	-7%[57.5 µM]	-1%	5%	-1%
COc1ccc(NC(=O)C(NS(=O)(=O)c2cccc3nsnc23)C(C)C)cc1 (stereo not drawn)	4%	-9%	.	9	.	-10%	.	-8%	0%
Cc1cccc(OCCc2nnc(N)s2)c1C	0%	3%	9%	1	-20	i	-6%	3%	11%
Cc1ccc(CNC(=O)Nc2cc(C(=O)NCc3ccc(C(C)C)cc3)ccc2N2CCCC2)cc1	15%	?	.	-1	.	-26%	.	0%	19%
Cc1cccc(N2C(=O)N(Cc3cccc(C#N)c3)c3ccccc3S2(=O)=O)c1	-30%	15%	0%	5	.	i	.	-13%	23%
O=S(=O)(c1cccc(-c2n[nH]c(=S)o2)c1)N1CCOCC1	9%	21%	0%	8	8	i	1%	4%	10%
Oc1c(C(c2ccc(Cl)cc2Cl)N2CCN(c3ccccc3)CC2)sc2nc(-c3ccco3)nn12 (stereo not drawn)	?	?	.	7	.	i	.	0%	7%[9.22 µM]
CN(C(=O)COC(=O)/C=C/c1ccccc1)C1CCS(=O)(=O)C1 (stereo not drawn)	?	-13%	-3%	-4	19	-43%[inhibitor]	-3%	-17%	9%
CC1CCc2sc(NC(=O)C3CC(Cl)=CCC3C(=O)O)c(C#N)c2C1 (stereo not drawn)	?	8%	0%	12	-4	-17%	-12%	-3%	-11%
C/C(=C\C=C(C#N)C#N)c1cc(C#N)c(N)o1	-6%	?	7%	-9	-26	-12%	-15%	?	-38%[inhibitor]
COc1ccccc1NC(=O)CCC(=O)OCc1ccc([N+](=O)[O-])cc1	11%	?	-9%	8	16	-10%	-1%	33%	24%
CCOc1ccc(CCN2C(=O)C(=O)N([C@@H](CC(C)C)CN3CCC[C@H]3CN3C(=O)C(=O)NC[C@@H]3Cc3ccccc3)C[C@@H]2Cc2ccc(O)cc2)cc1	-1%	-17%	-2%	-5	0	-4%	-2%	-28%	-4%
CC(=O)NC(Cc1c[nH]c2ccccc12)C(=O)Nc1ccc2c(c1)OCO2 (stereo not drawn)	16%	2%	1%	-2	13	i	2%	-9%	23%

Following part
SMILES	GLP1R inv ag	KB-V1 MDR tox	GLP-1R agonist	D3 ag	DRD3 antagonist	PTHR1 ag	aSyn rescue	HEK293 tox	TDP-43 yeast inh
O=C(NCc1ccccc1)c1cc(C2CCCN(C(=O)C3CCCCC3)C2)on1 (stereo not drawn)	-19%	-15%	-2%	-9	-8	-2%	-13%	3%	17%
C#CCNC(=O)C1=C[C@@H](c2ccc3c(c2)OCO3)C[C@@H](OCc2ccc(CO)cc2)O1	10%	-8%	-2%	-3	13	-3%	1%	-13%	17%
O=C(CN(Cc1ccccc1)C(=O)CCC(=O)Nc1ccccn1)NCc1ccc(F)cc1	-48%	-3%	9%	4	12	-4%	0%	-17%	-13%
O=C(Nc1nccs1)c1ccc(S(=O)(=O)NCC2CCCCC2)cc1	0%	?	-4%	-9	?	-29%	5%	-3%	-9%
CC(C)NC(=O)N(C)C[C@H]1OCCCC[C@@H](C)Oc2ccc(NC(=O)C3CCCCC3)cc2C(=O)N([C@H](C)CO)C[C@@H]1C	2%	15%	4%	1	0	-10%	-2%	2%	9%
O=S(=O)(Nc1ccc(-c2ccc(N3CCOCC3)nn2)cc1)c1cc(Cl)ccc1Cl	2%	2%	10%	4	-1	-14%	?	-1%	26%
COc1ccc(CCn2c(C)cc(C(=O)CSc3nnnn3-c3ccccc3)c2C)cc1OC	4%	?	0%	18	18	-31%[inhibitor][57.5 µM]	2%	-1%	-16%
CCC(C)c1ccccc1OCCCCN1CCCC1 (stereo not drawn)	?	-28%	-14%	-27	-72*	-5%	4%	?	-20%
COc1ccc(-c2noc(CNC(=O)c3cc(OC)c(OC)c(OC)c3)n2)cc1	6%	14%	.	-3	.	-13%	.	-7%	3%
Cc1cc(Br)cc(C)c1NC(=O)c1ccccc1[N+](=O)[O-]	11%	-25%	-38%[inhibitor]	-6	0	16%	13%	18%	-2%
Cc1cc(C)n2nc(C(=O)N/N=C/c3c4ccccc4cc4ccccc34)nc2n1	28%	?	33%	-6	7	-22%	-15%	31%[activator]	-14%
Cc1ccc(CNC(=O)c2ccc(C)c(S(=O)(=O)N3CCCCC3)c2)cc1	?	-2%	11%	3	0	-11%	2%	-31%	15%
FC(F)c1nnc2ccc(Cl)nn12	42%[activator]	?	1%	13	35	i	4%	-3%	-14%[0.397 µM]
CC(C(=O)c1ccc(Br)cc1)[n+]1cccc(NC(=O)c2ccccc2)c1 (stereo not drawn)	-9%	?	-11%	-13	-14	-23%	5%	10%	-9%
Cc1ccc(OCCSc2ncnc3sc(C)c(C)c23)cc1C	2%	-4%	-15%	1	9	i	-12%	-12%	1%
COc1cccc(/C=N/NC(=O)CSCC(=O)Nc2ccccc2)c1O	0%	-25%	5%	4	10	i	-3%	-15%	-17%
O=C(C(=O)N1CCN(c2cccc(Cl)c2)CC1)N1CCCCC1	3%	-4%	6%	-2	4	i	7%	4%	0%
CCN(C(=O)CN1CCN(S(=O)(=O)c2cc(Cl)ccc2Cl)CC1)c1c(N)n(Cc2ccccc2)c(=O)[nH]c1=O	2%	3%	1%	1	-2	i	-3%	5%	-6%
Cc1ccc(C(=O)Nc2cccc(C(F)(F)F)c2)cc1NC(=O)c1ccno1	?	-2%&-10%	-9%&6%	5&-17	1&-11	-43%[inhibitor]	1%&-1%	-16%&-9%	16%&8%
Cn1c(=O)[nH]c(=O)c2c1nc(N1CCOCC1)n2CCCSc1ncccn1	6%	23%	-3%	-7	5	i	-7%	6%	-7%
C=CCNC(=O)c1onc(CSc2ccc(C)c(C)c2)c1C(=O)O	-6%	-10%	-5%	11	0	-33%[inhibitor]	4%	-2%	-8%
Cc1cc(N2CCN(C)CC2)nc2ccc(NC(=O)CCC(=O)NCCC3=CCCCC3)cc12	-9%	?	0%	-50	-53*	i	4%	-5%	26%
CCN(c1ccccc1)S(=O)(=O)c1nnc(NC(=O)CC(C)C)s1	-3%	17%	0%	-12	-66*	i	-1%	-9%	5%
COCCNc1nnc(SCC(=O)c2cc(C)n(C3CC3)c2C)s1	-20%	0%	-1%	0	6	-20%	-4%	1%	11%
O=C(c1cc(F)ccc1F)C1CCCN(Cc2cccn2-c2ccccn2)C1 (stereo not drawn)	-27%	?	-8%	-21	-20	2%	0%	-17%	-1%

The list goes on:
SMILES	GLP1R inv ag	KB-V1 MDR tox	GLP-1R agonist	D3 ag	DRD3 antagonist	PTHR1 ag	aSyn rescue	HEK293 tox	TDP-43 yeast inh
Cc1ccc(NC(=O)Cn2c(=O)oc3cc(S(=O)(=O)N4CCC(C)CC4)ccc32)cc1C	?	?	-2%	0	?	-85%[inhibitor]	13%	?	3%
O=C(NCc1ccc(F)cc1)N1CCN(C(=O)c2ccccc2)CC1	10%	3%	-1%	-6	-7	i	-2%	-6%	-6%
O=C(NC12CC3CC(CC(C3)C1)C2)c1ccc(-c2ccc(Br)cc2)o1	?	?	-4%	-8	12	-14%	13%	53%	4%
CCOc1ccc(-c2csc(C3COc4ccccc4O3)n2)cc1 (stereo not drawn)	21%	-27%	-3%	12	36	-12%	-1%	-18%	-14%
C[C@@H]1CN([C@@H](C)CO)C(=O)CCCn2nncc2CO[C@@H]1CN(C)S(=O)(=O)c1ccc(Oc2ccccc2)nc1	3%	?	1%	1	14	-27%	3%	6%	4%
Cc1ccc(O)c(NC(=S)NC(=O)COc2ccc(Br)cc2)c1	6%	28%	2%	-10	-28	i	-1%	-17%	7%
Cc1ccc(-c2noc(CC(c3ccccc3)c3ccccc3)n2)cc1	5.6µM*	?	-13%	-9	10	-60%[inhibitor]	13%	54%[activator]	6%
CCCCNc1nc2c(S(=O)(=O)c3ccc(Cl)cc3)nnn2c2ccsc12	14%	-1%	.	5	.	-9%	.	1%	14%

High-throughput results deposited in PubChem by National Center for Advancing Translational Sciences (NCATS).

This is a subset; rates above refer to the full screens.
